BLM helicase inh: inhibitors of human Bloom syndrome helicase BLM. P54132. recombinant BLM DNA unwinding, fluorescence dequenching. Potency, µM (series often up to 56.1 µM), without a hit: top-dose activity change, negative = inhibition, usual class: inhibitors. 350,000 compounds, 0.2% hits. AID 2528;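 note: plate controls were vehicle for no effect and no enzyme for full effect; nearly all actives have a fitted effect of over 35% in size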
Pol kappa inh: DNA polymerase kappa (human) inhibition; 400,000 compounds, 0.53% hits; AID 588579; Potency, µM (highest dose often 107 µM), for the others: at the top dose activity, negative = inhibition, actives largely listed as inhibitors; purified Pol kappa, fluorescent DNA synthesis assay, 10 min; Q9UBT6; note: % is set by controls: 0 for no effect and ±100 for the full control effect
Target sequence (Q9UBT6 whole entry, looked up): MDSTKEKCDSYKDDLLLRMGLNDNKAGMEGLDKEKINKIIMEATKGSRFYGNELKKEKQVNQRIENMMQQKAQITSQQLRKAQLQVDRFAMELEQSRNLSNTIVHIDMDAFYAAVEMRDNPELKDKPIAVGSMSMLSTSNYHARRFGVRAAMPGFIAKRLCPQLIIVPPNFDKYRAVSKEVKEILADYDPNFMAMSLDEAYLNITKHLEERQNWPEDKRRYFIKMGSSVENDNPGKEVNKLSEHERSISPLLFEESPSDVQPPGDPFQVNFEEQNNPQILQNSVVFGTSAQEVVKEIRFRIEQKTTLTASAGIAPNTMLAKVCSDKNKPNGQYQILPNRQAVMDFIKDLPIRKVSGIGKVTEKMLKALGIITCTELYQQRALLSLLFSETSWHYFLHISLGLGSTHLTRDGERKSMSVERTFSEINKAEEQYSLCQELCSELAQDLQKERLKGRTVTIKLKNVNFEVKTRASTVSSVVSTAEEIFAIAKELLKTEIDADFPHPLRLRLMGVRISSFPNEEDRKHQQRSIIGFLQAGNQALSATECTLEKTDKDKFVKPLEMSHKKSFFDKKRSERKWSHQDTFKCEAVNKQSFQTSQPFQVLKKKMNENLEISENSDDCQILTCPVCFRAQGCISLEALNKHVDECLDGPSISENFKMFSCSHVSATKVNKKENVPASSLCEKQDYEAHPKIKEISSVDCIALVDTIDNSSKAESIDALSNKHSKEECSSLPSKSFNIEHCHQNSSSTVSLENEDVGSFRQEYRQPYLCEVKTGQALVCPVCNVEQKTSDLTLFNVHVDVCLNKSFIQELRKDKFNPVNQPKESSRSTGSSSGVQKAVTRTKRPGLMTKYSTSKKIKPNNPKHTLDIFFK
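10 nM Pol kappa preincubated 15 min at room temperature with compounds, then reaction started with substrate at 50 nM final. Fluorescence read kinetically at 0 and 10 min; buffer-only wells served as negative control.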
BAZ2B inh: BAZ2B (human) inhibition; AlphaScreen BAZ2B-H3K14Ac peptide displacement; Potency, µM (titrated, usually from 114 µM), for inactives: at the highest dose activity change, negative = inhibition, hits mostly inhibitors; 360,000 compounds, 4.4% hits; AID 504333; note: % is set by controls: 0 for no effect and ±100 for the full control effect; nearly all actives have a fitted effect of over 60% in size
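Protein-peptide AlphaScreen: BAZ2B 50 nM, b-H3K14Ac 50 nM, 1x PBS pH 7.4 + 0.01% Tween-20. Preincubation 30 min RT; cpd 30 min RT (top 110 uM); beads 20 min RT, light-protected.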
Apoferritin bind: candidate novel general anesthetic via apoferritin binding | Potency, µM (doses to about 77.5 µM), inactives show at the highest dose activity change, negative = displacement, usual class: inhibitors | apoferritin/1-aminoanthracene competitive binding, fluorescence | P02791 | 350,000 compounds, 0.074% hits | AID 485281; note: % is set by controls: 0 for no effect and ±100 for the full control effect; nearly all actives have a fitted effect of over 20% in size
Target sequence (P02791 2-175 limits assumed): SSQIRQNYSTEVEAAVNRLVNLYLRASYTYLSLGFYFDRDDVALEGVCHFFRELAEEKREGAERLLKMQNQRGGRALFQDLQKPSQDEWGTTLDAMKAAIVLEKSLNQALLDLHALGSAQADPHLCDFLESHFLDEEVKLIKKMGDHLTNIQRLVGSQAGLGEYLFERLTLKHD
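Concentration-response curves derived by four-parameter Hill fitting of normalized fluorescence, where compounds displaced 1-AMA from 10 uM horse apoferritin following a brief 10 min room-temperature incubation; propofol titration acted as positive control.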
POLH inh: blocks human DNA polymerase eta activity; Potency, µM (series often up to 114 µM), for inactives: top-dose activity change, negative = inhibition, actives largely listed as inhibitors; 390,000 compounds, 1.2% hits; recombinant Pol eta, fluorescent DNA replication assay; note: % is set by controls: 0 for no effect and ±100 for the full control effect
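Pol eta at 10 nM preincubated with compounds 15 min at room temperature; reaction started with fluorescent substrate (50 nM final) and read kinetically at 0 and 10 min.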
G9a inh: G9a (human) methyltransferase inhibition; G9a H3K9 monomethylation, AlphaScreen, 2 h; Potency, µM (doses to about 102 µM), inactives show at the highest dose activity, negative = inhibition, usual class: inhibitors; 350,000 compounds, 8.8% hits; note: % is set by controls: 0 for no effect and ±100 for the full control effect; nearly all actives have a fitted effect of over 75% in size
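Readings reflect AlphaScreen signal from monomethyl-H3K9 antibody detection. HMT at 20 nM; substrate b-H3K9 500 nM; cofactor SAM 20 uM; 2 h RT reaction; compounds tested as titrations in qHTS with 15 min preincubation.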
Pol beta inh: blocks human DNA polymerase beta activity. Pol beta primer extension/strand displacement, fluorescence kinetic. Potency, µM (titrated, usually from 114 µM), inactives show at the top dose activity change, negative = inhibition, most hits filed as inhibitors. 340,000 compounds, 1.3% hits; note: % is set by controls: 0 for no effect and ±100 for the full control effect
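10 nM enzyme + cpd, 15 min RT; start with substrate 50 nM final; read 0 min and after 10 min RT. Corrected, normalized data; 4-parameter Hill curve fit.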
APE1 inh: blocks human APE1 abasic DNA cleavage. Potency, µM (titrated, usually from 65.8 µM), for the others: at the top dose activity change, negative = inhibition, actives largely listed as inhibitors. P27695. 350,000 compounds, 0.35% hits. recombinant APE1, TAMRA/BHQ-2 abasic DNA cleavage fluorescence;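 note: plate controls were vehicle for no effect and reference inhibitor for full effect; nearly all actives have a fitted effect of over 55% in size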
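Compound pre-exposure to 0.75 nM APE1, 15 min at ambient temperature. Reaction initiated with 50 nM TAMRA/BHQ-2 THF substrate, read immediately in kinetic mode, 525 nm excitation, 598 nm emission.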
Pol iota inh: inhibitors of human DNA polymerase iota. Q9UNA4. Pol iota fluorescent replication assay, 10 min. Potency, µM (series often up to 115 µM), inactives show at the highest dose activity, negative = inhibition, most hits filed as inhibitors. 390,000 compounds, 1% hits
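Pol iota at 10 nM preincubated 15 min with compounds at room temperature; reaction started with fluorescent substrate, 50 nM final. Fluorescence read kinetically at 0 and 10 min; buffer-only wells as negative control.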
Starred values were filed as active, the others as inactive; ? = inconclusive; . = not tested or not shown; & = joins results of further samples; [ ] = another dose, or the depositor's remark. Calls come from the whole dose curve; as a rule, active = well fitted curve in the direction sought with a large enough effect; inconclusive = small, poorly fitted or top-dose-only effect, or another doubt; inactive = no such curve, though single readings can be large; an effect the other way counts as inactive or inconclusive. Potency is the fitted concentration of half-maximal effect.

Value order – BLM helicase inh	Pol kappa inh	BAZ2B inh	Apoferritin bind	POLH inh	G9a inh	Pol beta inh	APE1 inh	Pol iota inh
(1) O=C(CSc1nc(-c2ccccc2)nc2ccccc12)Nc1cccc(C(=O)O)c1
    0.4%	0.6%	-26.3%	-6.7%	35.5µM*	-29.5%	-0.1%	-3.9%	?
(2) CCOc1ccccc1N1CCN(C(=O)CN2C(=O)NC3(CCCC3)C2=O)CC1
    .	-9.0%	-8.5%	.	-12.8%	-21.2%	.	29.2%	-7.5%
(3) O=S(=O)(Nc1nccs1)c1ccc(Cl)cc1
    -7.5%	-3.9%	-9.1%	-7.9%	-16.8%	-2.4%[59 µM]	0.1%	-2.8%	17.5%
(4) COc1ccc2c(Cl)c(C(=O)NC3CCS(=O)(=O)C3)sc2c1 (configuration not stated)
    1.8%	-4.1%	-3.3%	-8.6%	4.3%	?	20.0%	14.6%	11.3%
(5) Cc1ccc(CNC(=O)Cn2cccc2C(=O)c2ccccc2C)cc1
    -1.8%&-3.8%	-6.1%&-21.6%	0.4%	?	-20.6%	-7.9%	15.6%&0.9%	-0.1%	4.6%&2.5%
(6) C/C=C/C=C/C(=O)N1CC2(CC(c3cccc(NC(=O)CCCCC)c3)=NO2)C[C@H]1C(N)=O (some centres not stated)
    -2.7%	-12.2%	-5.7%	7.0%	?	?	13.9%	-1.1%	?
(7) COc1ccc(C(C(=O)NC2CCCCC2)N(C(=O)CCCC(=O)Nc2ccccn2)c2ccc3c(c2)OCCO3)cc1 (configuration not stated)
    -3.3%	-3.1%	3.8%	-8.2%	-6.6%	-5.9%	23.2%	-0.9%	-7.0%
(8) Oc1ccc(Br)cc1-c1cc(-c2ccccc2Cl)[nH]n1
    -9.4%	-15.3%	0.5%	-7.2%	-4.0%	24.2%[59 µM]	-2.1%	-5.7%	10.4%
(9) CSc1ccc(CCNC(=O)c2sc3ncccc3c2-n2cccc2)cc1
    -4.3%	-9.2%[60.1 µM]	-25.8%	-10.9%	-4.5%	-34.4%[59 µM]	-27.1%	.	6.7%
(10) COc1cc(CN2CCN(c3cccc(C)c3C)CC2)cc([N+](=O)[O-])c1O
    2.2%	-4.2%	50.1µM*	-9.2%	0.1%	11.2µM*	-7.9%	-2.4%	88.8%[activator]
(11) Cc1cc(-c2nnc(CCC(=O)NCCc3ccccc3F)o2)no1
    -2.5%	-10.0%	-4.6%	-6.4%	-10.6%	.	20.6%	2.7%	-4.6%
(12) CCOC(=O)N1CCN(C(=O)CN(c2ccccc2OC)S(=O)(=O)c2ccc(OC)cc2)CC1
    0.8%	-12.3%	-15.9%	-4.5%	-5.7%	1.7%	0.5%	3.1%	21.7%
(13) CN(C)c1ccc(S(=O)(=O)N2CCCCC2)cc1NC(=O)CCNC(=O)c1ccco1
    .	-8.8%	-4.1%	.	3.7%	11.9%[12.7 µM]	.	-2.0%	5.7%
(14) COc1cccc(Nc2nc3ccccc3c3nncn23)c1
    -0.8%	-16.5%	4.8%	-3.4%	-17.8%	3.7%[59 µM]	-19.4%	.	-1.1%
(15) COC(=O)c1ccc2[nH]c(C)cc(=O)c2c1
    -4.1%	-2.3%	-1.7%	-14.4%	5.7%	?	10.4%	-0.6%	8.0%
(16) Cc1ccc(O)c(NC(=O)c2ccc3c(c2)C(=O)N(CC(C)C)C3=O)c1
    -7.4%	4.9%	-0.8%	-8.0%	-11.3%	15.2%[0.501 µM]	16.9%	-0.8%	-21.3%
(17) N/C(=N\N=C\c1cccc(O)c1)c1nonc1N
    -2.6%	-5.8%	-19.7%	-14.1%	-10.9%	-3.6%	25.5%	-4.2%	64.3%[activator]
(18) Cc1ccc(S(=O)(=O)NCC(=O)OCC(=O)c2cc(C)n(-c3ccccc3)c2C)cc1
    -2.0%	-3.7%	?	-1.9%	-9.5%	?	-1.3%	-2.8%	9.9%
(19) Cc1cc(NC(=O)Nc2cc(F)ccc2F)no1
    -4.1%	-0.4%	-7.3%	-2.1%	-0.7%	-0.6%	23.6%	-8.7%	-1.0%
(20) COc1ccc(N2CCN(C(=O)COC(=O)/C=C/c3ccc(OC(F)F)cc3)CC2)cc1
    .	-1.2%	10.2%	.	-11.1%	-23.7%	.	-4.1%	-7.1%

Pulled by compound from the entries so far:
Value order – BLM helicase inh	Pol kappa inh	BAZ2B inh	Apoferritin bind	POLH inh	G9a inh	Pol beta inh	APE1 inh	Pol iota inh
(20) COc1ccc(N2CCN(C(=O)COC(=O)/C=C/c3ccc(OC(F)F)cc3)CC2)cc1
    .	-1.2%	10.2%	.	-11.1%	-23.7%	.	-4.1%	-7.1%
(12) CCOC(=O)N1CCN(C(=O)CN(c2ccccc2OC)S(=O)(=O)c2ccc(OC)cc2)CC1
    0.8%	-12.3%	-15.9%	-4.5%	-5.7%	1.7%	0.5%	3.1%	21.7%

Continued:
Value order – BLM helicase inh	Pol kappa inh	BAZ2B inh	Apoferritin bind	POLH inh	G9a inh	Pol beta inh	APE1 inh	Pol iota inh
(21) CCCCCC(=O)OCCc1c(C)nc2nc[nH]n2c1=O
    -3.7%	-1.0%	-37.7%	-3.2%	-14.5%	6.3%	2.2%	-1.2%	89.3%[activator]
(22) COCCOC(=O)C1=C(C)NC(=O)NC1c1ccc(Cl)cc1 (configuration not stated)
    -1.7%	-0.8%	8.1%	-8.2%	-2.2%	20.2%[59 µM]	-1.8%	2.4%	-1.1%
(23) O=C(NCCN1CCOCC1)C1CCN(c2nc3ccccc3o2)CC1
    0.7%	-7.1%	3.2%	-4.7%	-9.0%	-3.1%	39.8%	?	0.8%
(24) Cn1c(=O)cc(SCC(=O)N2CCCC2)c2ccc(Cl)cc21
    4.9%	-8.9%	10.2%	-16.5%	1.4%	-1.0%[59 µM]	24.5%	-1.5%	6.3%
(25) O=C(O)C1CCN(S(=O)(=O)N2CCOCC2)CC1
    -1.9%	2.3%	0.0%	-6.5%	0.0%	-24.9%	30.9%	0.9%	0.0%
(26) Cc1noc(C)c1C(=O)N1CCC[C@@]2(CCN(C(=O)Nc3cccc(F)c3)C2)C1
    1.0%	-4.4%[60.1 µM]	.	.	.	7.9%[12.7 µM]	.	3.2%	.
(27) CCN(c1ccc(NC(=O)CSCc2c(C)noc2C)cc1)C(C)C
    .	1.1%	?	.	-21.3%	?	.	32.1%	24.9%
(28) Cc1ccc(S(=O)(=O)CC(=O)Nc2c(C)n(C)n(-c3ccccc3)c2=O)cc1
    -1.1%	-13.6%	0.4%	-5.8%	9.9%	36.0%[activator]	-0.9%	16.1%	125.4%[activator]
(29) COc1ccc(C(C(=O)NC2CCCCC2)N(Cc2cccs2)C(=O)Cc2c[nH]c3ccccc23)cc1OC (configuration not stated)
    0.4%	-21.8%	9.4%	6.5%	-2.6%	17.8%[59 µM]	-13.1%	-1.5%	20.8%
(30) O=S(=O)(c1ccc(Cl)cc1)N1CCN(CCc2ccccc2)CC1
    -3.7%	3.3%	1.5%	1.0%	-13.5%	?	35.7%	64.1%[activator]	42.0%[activator]
(31) CCOC(=O)c1c(-c2ccccc2)csc1NC(=O)CSc1nc(C)cc(C)n1
    -10.7%	-13.3%	1.7%	13.9%	-9.0%	13.0%	-5.1%	-1.7%	3.1%
(32) O=C(Oc1ccc(-c2csnn2)cc1)C1CC1
    -8.1%	4.9%	6.6%	-0.8%	-12.5%	.	0.2%	-3.7%	-0.1%
(33) CC(=O)c1cccc(NC2c3ccccc3C(=O)N2Cc2ccco2)c1 (configuration not stated)
    -2.3%	-13.6%	-23.9%	-7.0%	-9.8%	-6.1%	-1.2%	-3.2%	-4.6%
(34) CCN1CCN(C(=S)NCCc2ccccc2)CC1
    2.6%	-4.7%	79.4µM*	-9.7%	-10.5%	?	10.2%	-0.3%	9.6%
(35) CC(C)CCNC(=O)C1CCC(=O)N1CCc1ccccc1 (configuration not stated)
    -2.5%	2.4%	-10.9%	-1.6%	-8.7%	21.1%	-20.6%	35.0%	-24.4%
(36) O=C(/C(=C(\O)c1ccccc1)c1ncc[nH]1)c1ccccc1
    -1.3%	9.4%	-2.9%	-10.9%	-10.2%	-6.1%	16.0%	1.8%	39.8%[activator]
(37) COc1ccc(CNS(=O)(=O)c2ccc(-c3ccc(=O)[nH]n3)s2)cc1OC
    0.6%	-8.9%	-5.8%	-16.6%	-13.6%	6.2%	1.9%	14.1%	31.0%
(38) O=C(NC1CCCCC1)c1cc2nc3c(c(C(F)(F)F)n2n1)CCCC3
    5.0%	0.6%	-5.2%	-11.1%	-6.1%	-5.3%[12.7 µM]	3.0%	2.2%	4.6%
(39) COc1ccccc1NC(=O)c1ccc(Cl)c(S(=O)(=O)N2CCOCC2)c1
    -2.4%	-19.2%	11.3%	-17.8%	0.1%	-7.3%	27.7%	2.1%	-0.8%
(40) CCOc1ccccc1N(CC(=O)OC)S(=O)(=O)c1ccccc1
    -1.9%	0.7%	8.7%	-14.2%	4.2%	8.0%	-10.6%	1.0%	-2.2%

Entries listed so far that have a thiophene ring, fused or not, in the order listed:
Value order – BLM helicase inh	Pol kappa inh	BAZ2B inh	Apoferritin bind	POLH inh	G9a inh	Pol beta inh	APE1 inh	Pol iota inh
(4) COc1ccc2c(Cl)c(C(=O)NC3CCS(=O)(=O)C3)sc2c1 (configuration not stated)
    1.8%	-4.1%	-3.3%	-8.6%	4.3%	?	20.0%	14.6%	11.3%
(9) CSc1ccc(CCNC(=O)c2sc3ncccc3c2-n2cccc2)cc1
    -4.3%	-9.2%[60.1 µM]	-25.8%	-10.9%	-4.5%	-34.4%[59 µM]	-27.1%	.	6.7%
(29) COc1ccc(C(C(=O)NC2CCCCC2)N(Cc2cccs2)C(=O)Cc2c[nH]c3ccccc23)cc1OC (configuration not stated)
    0.4%	-21.8%	9.4%	6.5%	-2.6%	17.8%[59 µM]	-13.1%	-1.5%	20.8%
(31) CCOC(=O)c1c(-c2ccccc2)csc1NC(=O)CSc1nc(C)cc(C)n1
    -10.7%	-13.3%	1.7%	13.9%	-9.0%	13.0%	-5.1%	-1.7%	3.1%
(37) COc1ccc(CNS(=O)(=O)c2ccc(-c3ccc(=O)[nH]n3)s2)cc1OC
    0.6%	-8.9%	-5.8%	-16.6%	-13.6%	6.2%	1.9%	14.1%	31.0%

Screening results deposited in PubChem by National Center for Advancing Translational Sciences (NCATS).

Some of the compounds tested (hit frequency here may not be typical).
